Tn6 DDE FP – disrupts Tn6 cyclic peptide binding to fibrin D-Dimer-E complex. P02675. Fibrin DD(E) TRITC-Tn6 fluorescence polarization displacement. inhibition, % at 8.3 µM. 370,000 tested, 0.21% active. AID 720509;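 active = inhibition above a per-campaign cutoff: mean of compounds within control limits plus 3 SD, cut at about 15% in these data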;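 note: 0% = median of all compound wells on the plate and 100% = blocking peptide control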
ASAP1 GAP inh – ASAP1 ArfGAP inhibition | inhibition, % at 16.5 µM | 360,000 tested, 0.19% active | ASAP1-stimulated ARF1 GTP hydrolysis, GDP FP detection | Q9ULH1; in the data active = inhibition above about 25%;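 note: 0% = vehicle with enzyme and substrate and 100% = no enzyme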
PLCb3 inh – PLC-beta3 (human) inhibition, primary screen; Purified PLC-beta3, fluorogenic substrate, fluorescence; inhibition, % at 12.2 µM; 370,000 tested, 0.18% active; in the data active = inhibition above about 11%;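 note: 0% = median of compound wells on plate and 100% = full blocker control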
proKLK7 act – activators of human kallikrein-7 zymogen | P49862 | purified proKLK7, EDANS-DABCYL substrate fluorescence; 100% is mature enzyme control, 0% vehicle | activation, % at 7 µM | 370,000 tested, 0.9% active;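 active = activation above the mean of all tested compounds plus 3 SD, computed per campaign excluding outliers beyond control limits, cut at about 13% in these data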
Tn7 DDE FP – DD(E)-Tn7 binding inhibition, primary FP screen | P02675 | FP displacement of FITC-Tn7 peptide from fibrin DD(E); 0% = median of compound wells per plate | inhibition, % at 8.3 µM | 370,000 tested, 0.13% active;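 active = inhibition above the mean of compounds falling within the control limits plus 3 SD of them, cut at about 14% in these data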;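 note: 0% = plate median of compound wells and 100% = 10 µM Aha-Tn7 peptide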
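Assay system: human fibrin DD(E). Input: DD(E) 2 µM final. Medium: Tris buffer with calcium and detergent, pH 7.8. Compound dosing: single point at 8.3 µM. Timing: 10 min plus 3 h, room temperature. Technique: fluorescence polarization of the labelled Tn7 tracer. Read-out: percent inhibition. Replicates: singlicate testing.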
HGIII-sPLA2 inh – Blocks human group III sPLA2 activity; QFRET BODIPY PC-A2 liposome hydrolysis, fluorescence; Q9NZ20; AID 743126; inhibition, % at 12.2 µM; 370,000 tested, 0.56% active;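 active = inhibition above mean plus 3 SD of compounds lying within the high and low control bounds, cut at about 19% in these data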;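 note: 0% = median of test compound wells and 100% = no enzyme DMSO wells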
Rev-erbA mod – modulators of human Rev-erb alpha DNA binding; activity, % at 10 µM; Rev-erbα–FITC-DNA binding, fluorescence polarization, 90 min; 370,000 tested, 0.79% active; AID 1259318; P20393;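 active = activity above about 14%, limit read from the data; passing the limit was not always enough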;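 note: 0% = DMSO wells with 35 nM protein and 100% = DMSO wells with 750 nM protein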
ARFGAP1 inhibitor – inhibitors of rat ARFGAP1 | Q62848 | Arfgap1-stimulated ARF1 GTP hydrolysis, GDP FP detection | inhibition, % at 16.5 µM | 360,000 tested, 0.26% active | AID 651572;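 active = inhibition above a per-plate limit, mean inhibition of low control wells plus 3 SD, cut at about 25% in these data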;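 note: 0% = DMSO wells with enzyme and 100% = wells lacking Arfgap1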
Target sequence (Q62848 1-136 limits assumed): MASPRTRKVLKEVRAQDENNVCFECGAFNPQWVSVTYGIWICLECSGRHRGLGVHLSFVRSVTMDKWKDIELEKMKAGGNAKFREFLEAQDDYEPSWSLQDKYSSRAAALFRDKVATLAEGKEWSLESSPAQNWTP
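Material: rat Arfgap1 GAP domain (His6, aa 1-136), purified enzyme. Also added: human ARF1(Δ1-17)-GTP substrate. Compound dosing: 16.5 µM single point, 1.26% DMSO. Timing: enzyme reaction 120 min at 25 °C after 20 min preincubation. Signal: GDP detection by fluorescence polarization. Read-out basis: percent inhibition of GAP-stimulated GDP formation, scaled between DMSO and no-Arfgap1 medians.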
PLC-gamma1 inh – inhibitors of human phospholipase C gamma1 | P19174 | purified PLC-gamma1, fluorogenic substrate, fluorescence | inhibition, % at 12.2 µM | 370,000 tested, 0.84% active | AID 720700; in the data active = inhibition above about 9.5%
UHRF1 binding – human UHRF1 methylated DNA binding inhibitors. Q96T88. UHRF1 binding to methylated oligo, TR-FRET. inhibition, % at 4.4 µM. 370,000 tested, 0.75% active. AID 687016; in the data active = inhibition above about 21%;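 note: UHRF1 SRA domain binding a hemimethylated CpG hairpin DNA probe; 0% = median of test compound wells and 100% = reference inhibitor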
Target sequence (Q96T88 whole entry, looked up, the tested form may be a part): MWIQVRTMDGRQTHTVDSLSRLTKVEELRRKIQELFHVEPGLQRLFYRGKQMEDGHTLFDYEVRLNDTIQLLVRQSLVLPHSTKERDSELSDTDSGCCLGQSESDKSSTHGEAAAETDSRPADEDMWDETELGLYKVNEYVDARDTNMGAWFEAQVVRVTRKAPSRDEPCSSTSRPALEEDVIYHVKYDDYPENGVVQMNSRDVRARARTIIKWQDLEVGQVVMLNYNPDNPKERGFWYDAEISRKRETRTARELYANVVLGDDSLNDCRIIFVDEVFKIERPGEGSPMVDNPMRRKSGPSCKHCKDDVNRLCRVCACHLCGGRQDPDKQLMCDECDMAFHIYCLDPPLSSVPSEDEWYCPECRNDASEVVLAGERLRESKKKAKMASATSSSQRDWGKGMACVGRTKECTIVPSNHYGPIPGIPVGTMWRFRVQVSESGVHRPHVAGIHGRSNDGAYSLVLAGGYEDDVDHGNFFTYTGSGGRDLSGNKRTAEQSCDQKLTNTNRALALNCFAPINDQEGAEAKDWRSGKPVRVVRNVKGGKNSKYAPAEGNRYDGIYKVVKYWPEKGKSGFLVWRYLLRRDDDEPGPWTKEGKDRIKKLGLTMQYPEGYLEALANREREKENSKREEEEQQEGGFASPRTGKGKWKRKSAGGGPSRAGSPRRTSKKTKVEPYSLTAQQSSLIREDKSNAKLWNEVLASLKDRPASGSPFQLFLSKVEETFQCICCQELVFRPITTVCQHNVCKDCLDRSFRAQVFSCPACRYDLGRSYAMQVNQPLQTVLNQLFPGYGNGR
The depositor's hits bear a star; i = inactive; / = no result given. Compounds as they come. Share with any hit: about 4.5%.

SMILES	Tn6 DDE FP	ASAP1 GAP inh	PLCb3 inh	proKLK7 act	Tn7 DDE FP	HGIII-sPLA2 inh	Rev-erbA mod	ARFGAP1 inhibitor	PLC-gamma1 inh	UHRF1 binding
COCCNC(=O)CN(C(=O)c1ccc(N2CCCC2)nc1)c1ccc(Cl)cc1	1	0	-13	0.0	2	-2	4	-1	-1	0
Cc1ccccc1NC(=O)CCNS(=O)(=O)c1cccc2nsnc12	-3	10	-3	0.5	5	-1	6	-13	2	-2
Cc1c(C(=O)NCc2ccccc2)cnn1-c1ccccc1	2	-4	3	-0.9	-4	-5	-3	4	2	-1
CC(CCc1ccccc1)NC(=O)c1ccc(-n2cncn2)c([N+](=O)[O-])c1 (stereo not drawn)	-1	-7	-10	1.1	0	1	0	3	-2	-1
C/C(=N\NC(=O)CN(c1ccccc1)S(C)(=O)=O)c1ccccc1O	1	-4	-6	0.2	3	8	-3	-5	-1	1
CCCCN(C(=O)/C=C/c1ccc(OCC(C)C)c(OCC)c1)c1c(N)n(CCC)c(=O)[nH]c1=O	2	10	1	-0.3	-1	2	3	4	6	-1
O=C(NCC1CCCO1)c1cc(-c2ccncc2)nc2ccccc12 (stereo not drawn)	-3	10	-13	-0.7	5	5	-1	-5	-5	0
CC(=O)c1ccc(N2CCN(C(=O)c3nn(Cc4ccccc4)c(=O)c4ccccc34)CC2)cc1	1	10	-14	0.9	5	-4	-4	6	-7	1
COc1ccc(CCN2CC(C(=O)N3CCSCC3)CCC2=O)cc1 (stereo not drawn)	-2	-9	-4	0.0	0	8	1	-2	1	1
c1ccc(COc2ccc(OCCOCCn3cncn3)cc2)cc1	-2	-12	0	0.6	3	-1	4	3	0	16
CCC(c1nnnn1-c1c(C)cccc1C)N1CCN(c2ccccn2)CC1 (stereo not drawn)	1	-8	2	0.7	-4	-4	-2	2	-2	0
CC(C)CN1C(=O)c2ccc(C(=O)Nc3ccc(O)cc3C(=O)O)cc2C1=O	-4	3	-2	-0.2	2	-3	-2	-11	1	1
Cc1cc(C)n(Cc2cccc(C(=O)N/N=C/c3cccnc3)c2)n1	-11	5	-9	-0.1	-6	6	-4	6	1	1
Cc1ccc2cc(CN(c3ccccc3C)S(=O)(=O)c3ccccc3)c(=O)[nH]c2c1	4	4	-9	0.4	2	5	-1	0	-1	7
ON=C1CCCC2CCCCC12 (stereo not drawn)	-6	7	0	0.1	0	15	2	8	4	0
CCOc1ccc(N(C(C)C(=O)NC(C)CC)S(C)(=O)=O)cc1 (stereo not drawn)	-5	-11	4	-0.3	1	5	-1	-1	2	0
CC(NC(=O)c1ccc(S(=O)(=O)N(C)C)cc1)c1ccc(-n2ccnc2)cc1 (stereo not drawn)	-7	-2	-3	0.2	1	0	-9	8	2	1
CCOCc1nnc(NC(=O)c2ccco2)s1	-2	-3	3	-0.4	-3	6	3	-9	4	4
COc1ccc(/C=C(\C#N)C(=O)OCC(=O)NC(C)c2ccccc2)cc1 (stereo not drawn)	7	-1	0	-1.9	0	0	0	4	-3	-2
Cc1ccc(C(C)C)c(OCC(=O)NCC(c2cccs2)N2CCOCC2)c1 (stereo not drawn)	4	-10	4	0.1	-8	-6	6	9	-1	-2
CC1=CC(=C(C#N)C#N)C=C(C)N1CCN1CCN(C(=O)Nc2ccc(Cl)c(Cl)c2)CC1	4	6	2	0.0	3	2	41*	-2	1	-1
COc1cc2[nH]c(=S)nc(NCC3CCCO3)c2cc1OC (stereo not drawn)	1	8	-5	-0.3	-3	7	4	-6	-5	-1
Cc1ccc(C(=O)CC(=O)COc2ccc(Cl)cc2)cc1	0	-2	6	0.1	0	-9	-2	-22	0	-1
O=C(c1cccs1)c1coc2ccc(O)c(CN(CCO)CCO)c12	-3	8	-1	0.2	4	3	-1	8	1	0
Cc1ccc(-n2ncc3c2CC(C)(C)CC3NC(=O)CN2CCCC2=O)cc1 (stereo not drawn)	-4	-10	-5	-0.1	-3	0	-2	-2	0	-1
N=c1sccn1CC(=O)Nc1ccc2c(c1)CCC2	-7	16	5	-0.7	6	17	-9	15	1	3
CCOC(=O)Nc1ccc(S(=O)(=O)Nc2cc(C)on2)cc1	4	1	5	0.1	-1	2	-3	-9	3	-1
O=C(c1cnn2c(C(F)F)cc(C3CC3)nc12)N1CCOCC1	4	3	-32	0.8	-3	-1	-5	-2	-29	0
CN1CCCN(C(=O)c2cccc3ccccc23)CC1	-3	-9	-2	0.3	-1	0	4	11	2	1
Cc1cc(C)c(C(=O)Cn2nc(C(=O)O)c3ccccc3c2=O)cc1C	-5	2	-7	-0.3	-2	-3	-1	3	4	0
CC(=O)c1cccc(NC(=O)NNC(=O)CCC(=O)Nc2ccc(C)c(C)c2)c1	1	-5	-2	0.3	3	-12	0	-12	-1	-2
O=C(COC(=O)c1ccccc1Cc1ccccc1)Nc1ccc(SC(F)F)cc1	16*	6	-7	0.6	-4	-32	6	12	-4	3
CSc1nc(-c2ccccc2)c(-c2ccccc2)[nH]1	7	-7	-30	-2.9	7	-5	4	2	-17	-1
O=C(Nc1ccc(Cl)c(Cl)c1)C1CCCCC1	-4	-4	0	0.4	-4	1	1	-2	2	1
Cn1c(=O)c2c(nc(CN3CCN(c4ccccc4)CC3)n2Cc2ccccc2Cl)n(C)c1=O	11	5	1	-0.7	-3	9	0	4	0	-1
O=C(Nc1ccc(Cl)cc1)Nc1ccc(Cl)c(Cl)c1	-2	2	0	0.0	6	3	0	8	-1	-1
COc1cc2c(C#N)c(N3CCOCC3)nc(N)c2c(N)n1	-5	-5	i	22*	-3	-8	-2	3	i	-11
CC(NC(=O)c1ccccc1)C(=O)OCC(=O)Nc1cccc(S(=O)(=O)N2CCCC2)c1 (stereo not drawn)	6	5	1	-1.0	-4	2	3	14	1	2
N#Cc1c(N)nc2c(c1-c1ccncc1)CCCCCC2	-4	8	-5	-0.1	-3	1	-4	0	-3	-1
CCOc1ccccc1NC(=O)NCc1ccc2c(c1)OCO2	3	9	-5	-0.3	-4	-8	0	1	-1	-3

Some of these compounds in order of their number in Tn7 DDE FP, rising.
SMILES	Tn6 DDE FP	ASAP1 GAP inh	PLCb3 inh	proKLK7 act	Tn7 DDE FP	HGIII-sPLA2 inh	Rev-erbA mod	ARFGAP1 inhibitor	PLC-gamma1 inh	UHRF1 binding
O=C(Nc1ccc(Cl)c(Cl)c1)C1CCCCC1	-4	-4	0	0.4	-4	1	1	-2	2	1
O=C(Nc1ccc(Cl)cc1)Nc1ccc(Cl)c(Cl)c1	-2	2	0	0.0	6	3	0	8	-1	-1
CSc1nc(-c2ccccc2)c(-c2ccccc2)[nH]1	7	-7	-30	-2.9	7	-5	4	2	-17	-1

Back to the main list, starting two compounds before the break.
SMILES	Tn6 DDE FP	ASAP1 GAP inh	PLCb3 inh	proKLK7 act	Tn7 DDE FP	HGIII-sPLA2 inh	Rev-erbA mod	ARFGAP1 inhibitor	PLC-gamma1 inh	UHRF1 binding
N#Cc1c(N)nc2c(c1-c1ccncc1)CCCCCC2	-4	8	-5	-0.1	-3	1	-4	0	-3	-1
CCOc1ccccc1NC(=O)NCc1ccc2c(c1)OCO2	3	9	-5	-0.3	-4	-8	0	1	-1	-3
CCOC(=O)CN(C(=O)CSc1nnc(CNc2ccc(F)cc2)n1C)c1ccccc1	1	-3	-1	0.7	-5	-2	2	-3	-2	-1
CCN(Cc1ccccc1)c1ccc(/C=N/N=C(N)N)cc1	1	-8	-11	3.1	-6	6	0	8	-10	1
Cn1nc(C(=O)OCc2ccccc2F)c2ccccc2c1=O	-11	-1	-9	-0.2	0	-1	9	2	-2	-2
Cc1ccc(-c2n[nH]c(=O)c3ccccc23)cc1S(=O)(=O)NCCO	-4	-2	3	0.4	1	2	-2	0	0	-2
COC(=O)/C=C\C(C#N)(C#N)N=Cc1ccc(OC)cc1	7	14	-33	0.2	1	-1	0	-8	-25	0
CCNC(=O)Cn1c(=O)c2c(ncn2Cc2ccccc2)n(Cc2ccccc2)c1=O	9	-5	1	0.1	6	1	-2	3	-1	-1
COC(=O)NNC(=O)C1CCC(C(=O)NNC(=O)OC)CC1 (stereo not drawn)	6	-3	1	0.0	1	2	-3	9	2	2
COC(=O)[C@]12C=CCN1[C@H](c1ccc(C(F)(F)F)cc1)c1c(c3ccccc3n1S(=O)(=O)c1ccc(C)cc1)C2	17*	/	-42	-0.4	-9	6	1	/	-28	1
Cc1oc2c(c(C)cc3oc(=O)c(CC(=O)N[C@@H](CC(C)C)C(=O)O)c(C)c32)c1C	3	8	i	5.4	4	-13	1	-8	i	-5
O=C(NCc1ccccc1)c1cc(C2COCCN2C(=O)C2CC2)on1 (stereo not drawn)	-4	4	-2	-0.1	9	-1	-1	-7	2	2
Cc1cc(=O)[nH]c(N/N=C/c2ccc(Cl)c([N+](=O)[O-])c2)n1	2	9	-2	0.4	2	-1	-9	-4	2	-1
O=C(CCCN1C(=O)/C(=C/c2cccs2)SC1=S)Nc1cccc(C(=O)O)c1	0	-6	-1	-0.2	4	8	-4	9	-3	-3

Ordered by molar mass (low to high): 5 of the compounds above
SMILES	Tn6 DDE FP	ASAP1 GAP inh	PLCb3 inh	proKLK7 act	Tn7 DDE FP	HGIII-sPLA2 inh	Rev-erbA mod	ARFGAP1 inhibitor	PLC-gamma1 inh	UHRF1 binding
COC(=O)/C=C\C(C#N)(C#N)N=Cc1ccc(OC)cc1	7	14	-33	0.2	1	-1	0	-8	-25	0
Cc1cc(=O)[nH]c(N/N=C/c2ccc(Cl)c([N+](=O)[O-])c2)n1	2	9	-2	0.4	2	-1	-9	-4	2	-1
COC(=O)NNC(=O)C1CCC(C(=O)NNC(=O)OC)CC1 (stereo not drawn)	6	-3	1	0.0	1	2	-3	9	2	2
O=C(NCc1ccccc1)c1cc(C2COCCN2C(=O)C2CC2)on1 (stereo not drawn)	-4	4	-2	-0.1	9	-1	-1	-7	2	2
Cc1ccc(-c2n[nH]c(=O)c3ccccc23)cc1S(=O)(=O)NCCO	-4	-2	3	0.4	1	2	-2	0	0	-2

From PubChem BioAssay
